CendR NRP1 mod = modulators of CendR peptide binding to human neuropilin-1 | inhibition, % at 25 µM | 0.85% of 360,000 active | FAM-RPARPAR peptide binding to NRP-1, fluorescence polarization;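 active means inhibition or corrected inhibition above about 18%, plus a signal ratio from 0.5 to 1.5, limit read from the data, passing the limit was not always enough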; further: strong numbers were not always called active
Target sequence (O14786 whole entry, looked up): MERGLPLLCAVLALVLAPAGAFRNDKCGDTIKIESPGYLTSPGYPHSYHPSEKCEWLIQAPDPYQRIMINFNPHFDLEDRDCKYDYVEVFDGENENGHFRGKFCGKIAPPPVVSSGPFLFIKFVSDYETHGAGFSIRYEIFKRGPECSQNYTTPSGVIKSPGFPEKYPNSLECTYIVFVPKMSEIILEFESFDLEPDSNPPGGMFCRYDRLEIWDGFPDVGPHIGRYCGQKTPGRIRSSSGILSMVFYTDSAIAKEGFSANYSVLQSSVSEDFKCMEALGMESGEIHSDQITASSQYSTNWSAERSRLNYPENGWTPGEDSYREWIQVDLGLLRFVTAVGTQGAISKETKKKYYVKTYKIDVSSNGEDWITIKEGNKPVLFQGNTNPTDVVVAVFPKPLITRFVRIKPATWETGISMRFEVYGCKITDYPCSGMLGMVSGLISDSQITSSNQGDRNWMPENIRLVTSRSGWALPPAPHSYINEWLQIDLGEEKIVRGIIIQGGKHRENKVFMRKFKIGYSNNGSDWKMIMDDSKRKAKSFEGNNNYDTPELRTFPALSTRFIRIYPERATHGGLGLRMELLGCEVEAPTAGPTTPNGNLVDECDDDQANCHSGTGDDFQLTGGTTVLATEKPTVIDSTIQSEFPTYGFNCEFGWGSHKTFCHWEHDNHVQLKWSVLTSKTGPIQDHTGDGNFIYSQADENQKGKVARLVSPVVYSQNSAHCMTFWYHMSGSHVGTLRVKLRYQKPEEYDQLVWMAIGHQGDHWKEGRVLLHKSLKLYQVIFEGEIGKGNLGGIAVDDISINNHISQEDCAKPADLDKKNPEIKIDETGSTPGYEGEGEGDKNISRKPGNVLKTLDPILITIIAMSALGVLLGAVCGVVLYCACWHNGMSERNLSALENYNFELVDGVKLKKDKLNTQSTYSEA
SKN-1 block = C. elegans SKN-1 inhibition | C. elegans VP596 Pgst-4::GFP/RFP ratio, acrylamide-induced, 24 h | inhibition, % at 21.8 µM | AID 624304 | 0.49% of 360,000 active;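 active means interference check ratio from 0.5 to 1.5 plus GFP to RFP signal ratio inhibition reaching or exceeding a fixed threshold, cut at about 30% in these data, passing the limit was not always enough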; further: some compounds called inactive have numbers as strong as hits
Rpn11 block = inhibitors of human proteasome Rpn11 | O00487 | human 26S proteasome, Ub4-pepOG fluorescence polarization; 20S core pre-blocked with epoxomicin | calls only at 20 µM | 0.59% of 360,000 active;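 active means inhibition at 20 µM, scaled to each plate's controls, above about 33%, limit read from the data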
DNMT1 inh = blocks human DNA methyltransferase DNMT1. 0.83% of 360,000 active. inhibition (reported as % activation of signal), % at 10 µM. DNMT1 molecular beacon, Hinp1I cleavage, fluorescence. P26358. AID 588458; in the data active means inhibition above about 50%
STEP block = blocks human striatal-enriched tyrosine phosphatase. recombinant STEP, OMFP fluorogenic substrate, fluorescence. inhibition, % at 20 µM. P54829. 0.25% of 360,000 active;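 active means inhibition at 20 µM, scaled per plate between control wells, above about 37%, limit read from the data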;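 further: 0% = DMSO with enzyme and substrate and 100% = substrate only without enzyme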
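Assay system: isolated STEP enzyme / Timing: 20 min at room temperature, dark / Doses: 20 µM, 1% DMSO / Technique: fluorescence intensity, excitation 480 nm, emission 540 nm / Reagent: fluorogenic phosphatase substrate OMFP at 25 µM final / Measure: percent inhibition scaled to no-enzyme and uninhibited-enzyme controls, plate-pattern corrected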
SUMO1-SIM PPI = modulators of human SUMO1-mediated protein-protein interactions | P63165 | SUMO1 binding to a labelled peptide, TR-FRET, 1 h | inhibition, % at 20 µM | 0.33% of 360,000 active; in the data active means inhibition above about 37%
Target sequence (P63165 whole entry, looked up): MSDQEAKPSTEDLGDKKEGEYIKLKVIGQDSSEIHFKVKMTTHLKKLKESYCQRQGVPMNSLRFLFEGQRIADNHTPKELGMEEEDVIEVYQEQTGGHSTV
NadD inh = NadD (S. aureus) enzyme inhibition; purified NadD enzyme, colorimetric absorbance read-out; inhibition, % at 20 µM; 0.78% of 360,000 active; AID 602399; in the data active means inhibition above about 26%; further: some compounds past the cut are filed as inactive
LMPTP inh = LMPTP (human) inhibition; P24666; recombinant LMPTP-A, OMFP fluorogenic substrate, fluorescence intensity; inhibition, % at 20 µM; 0.22% of 360,000 active;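 active means compounds that cut the enzyme signal by at least half of the control window in the single-dose screen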;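 further: plate controls were DMSO wells with enzyme plus substrate for no effect and substrate without enzyme for full effect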
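Test system: LMPTP-A phosphatase enzyme; input: 0.625 nM LMPTP-A final; reagent: OMFP substrate, 400 µM final; compound dosing: 20 µM single dose, 3% DMSO; incubation: 50 min dark incubation at room temperature; measured by: endpoint fluorescence intensity from OMFP dephosphorylation; measure: % inhibition relative to no-enzyme and uninhibited control wells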
MT1-MMP act inh = MT1-MMP (human) activation inhibition; P50281; HT1080 RFP-PRO-GFP cells, GFP/RFP ratio fluorescence, overnight; percent of plate control window, DMSO zero; GFP/RFP ratio change, % at 20 µM; 0.061% of 360,000 active; AID 651647;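 active means GFP/RFP ratio change of at least 30% with cell ATP level not reduced by more than half and red fluorescence within 50% of control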; further: strong numbers were not always called active
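system = RFP-PRO-GFP reporter HT1080 cells | dosing = 20 µM single dose, 1% DMSO | timing = overnight cell settling, then overnight compound exposure, 37 °C, 5% CO2 | read-out basis = GFP/RFP fluorescence ratio | controls = DMSO and RFP-L50D-GFP cell wells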
Scp1 inh = Scp-1 (human) phosphatase inhibition. Q9GZU7. Recombinant Scp1, phosphopeptide, malachite green phosphate absorbance. inhibition, % at 20 µM. 0.88% of 340,000 active. AID 493091;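 active means inhibition above about 50% at 20 µM, limit read from the data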;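 further: plate controls were DMSO wells with enzyme for no effect and wells lacking enzyme for full effect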
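Material: truncated SCP-1 phosphatase (76-261aa) / Buffer or medium: 50 mM Tris acetate pH 5.5, 0.005% Tween-20, 10 mM MgCl2 / Compound dosing: one concentration, 20 µM, with 1.0% DMSO / Incubation: 45 min room-temperature reaction, 5 min colour, 30 min stabiliser / Detection: colorimetric free-phosphate detection, absorbance 630 nm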
Active calls of the source: *; i = inactive; nt = not tested or not shown; + = active, no number.

entry	compound	CendR NRP1 mod	SKN-1 block	Rpn11 block	DNMT1 inh	STEP block
1	COc1ccc2cc(C[C@@H]3CC[C@@H](CO)O3)ccc2c1	-10	31	i	5	-1
2	CC(C)CN1CCC(=O)N(CCC#N)CC1	11	-3	i	5	-1
3	N#Cc1ccc(-c2nc3ccc(Br)cc3c(=O)n2O)cc1	6	3	i	1	3
4	O=C(Cc1c(F)cccc1Cl)NNC(=O)c1ccncc1	-2	-1	i	2	-2
5	Cc1ccc(C2=NS(=O)(=O)N(C)C(C(=O)N3CCOCC3)=C2)cc1	-8	17	i	3	-1
6	COc1cnc(-c2ccccn2)nc1Sc1ccc(C)cc1	-6	9	i	-2	3
7	CCn1c(SCC(=O)c2ccc(Br)cc2)nnc1C(C)NC(=O)Cc1ccc(OC)cc1 (stereo not given)	9	-18	i	8	-2
8	O=C1C(Cl)=C(N2CCOCC2)C(=O)N1c1ccccc1F	-14	14	i	1	2
9	COC(=O)c1ccccc1C(=O)N(Cc1cccnc1)CC1CCCN(C2CCCCC2)C1 (stereo not given)	-3	21	i	1	1
10	O=C(NCc1ccccc1Cl)C1CCCN1S(=O)(=O)c1ccccc1F (stereo not given)	8	-14	i	0	-1
11	CC(Sc1ncnc2sc(-c3ccccc3)cc12)C(=O)NCC1CCCO1 (stereo not given)	-3	20	i	-6	3
12	CCOC(=O)c1cnc2ccccc2c1NCCO	-6	-6	i	-2	-3
13	CCOC(=O)COc1ccccc1/C=C1/NC(=O)NC1=O	-7	4	i	3	-3
14	CCOc1ccccc1N(CC(=O)NC1CCCCC1)S(=O)(=O)c1ccccc1	2	-2	i	8	-5
15	Cc1ccc(-c2nc(CS(=O)(=O)CC(=O)N3CCc4ccccc4C3)c(C)o2)cc1	-4	12	i	-5	0

entry	SUMO1-SIM PPI	NadD inh	LMPTP inh	MT1-MMP act inh	Scp1 inh
1	-3	0	-1.9	8	-1
2	-2	4	-1.7	-4	0
3	15	-2	1.9	1	-19
4	3	-3	-1.3	-2	-8
5	-11	5	-0.9	-2	-11
6	-1	7	2.3	-2	-7
7	0	-6	0.4	0	2
8	-12	-2	-2.4	-1	-6
9	-2	3	-0.4	-3	1
10	-1	1	0.3	-2	1
11	-23	-7	1.2	2	-6
12	1	1	5.1	-3	-4
13	-8	-7	-0.8	6	-10
14	7	-4	0.8	-2	-2
15	1	-3	1.2	2	-16

Next part:
entry	compound	CendR NRP1 mod	SKN-1 block	Rpn11 block	DNMT1 inh	STEP block
16	COc1ccc(OC)c(NS(=O)(=O)c2ccc3c(c2)C(C)(C)C(=O)N3C)c1	7	21	i	-3	0
17	COc1ccc(OC)c(C2c3c(oc4ccccc4c3=O)C(=O)N2CCCN(C)C)c1 (stereo not given)	-13	-5	i	-1	2
18	CSCCC(NS(=O)(=O)c1ccc(Cl)cc1)C(=O)OCC(=O)c1ccc(F)cc1 (stereo not given)	7	-2	i	-5	-1
19	O=C(N/C(=C/c1cccnc1)C(=O)N1CCOCC1)c1ccccc1Cl	-2	-6	i	-4	0
20	CCN(CC)Cc1c(C(=O)N/N=C/c2cccs2)nnn1-c1nonc1N	9	-13	i	3	-1
21	CCc1c(OC(C)=O)c2ccccc2n(C)c1=O	9	-10	i	1	-8
22	Cc1c(NC(=O)c2ccc(NS(=O)(=O)c3cccc([N+](=O)[O-])c3)cc2)c(=O)n(-c2ccccc2)n1C	3	-8	i	4	1
23	CN(C(=O)COC(=O)CCC1CCCCC1)c1c(N)n(Cc2ccccc2)c(=O)[nH]c1=O	-15	11	i	18	3
24	O=[N+]([O-])c1cccc(C=NNC(=S)NC23CC4CC(CC(C4)C2)C3)c1	8	-2	i	24	2
25	O=C(COC(=O)c1cncc(Br)c1)NCC1CCCO1 (stereo not given)	-2	23	i	-8	-1
26	Cc1cc(F)ccc1NC(=O)c1cnccn1	0	6	i	0	-8
27	CC1CCN(CCn2c(=S)[nH]c3cc4c(cc3c2=O)OCO4)CC1	2	4	i	-3	0
28	O=C(CCCN1C(=O)/C(=C/c2cccs2)SC1=S)NNC(=O)c1ccncc1	-39	14	+	-10	0
29	O=C1CC(C(=O)NCc2ccccc2)N=C(N2CCCCC2)N1 (stereo not given)	-4	10	i	-3	1
30	CS(=O)(=O)N1CCN(Cc2ccc(C(F)(F)F)cc2)CC1	12	9	i	0	-3

entry	SUMO1-SIM PPI	NadD inh	LMPTP inh	MT1-MMP act inh	Scp1 inh
16	0	-3	0.1	-3	-4
17	-4	-5	0.0	-4	-10
18	1	-11	0.5	-1	-9
19	0	-6	-1.4	1	-20
20	-11	-4	-0.7	3	9
21	0	4	0.2	0	1
22	-14	4	-0.1	-3	-5
23	-2	-3	1.2	1	1
24	-5	19	0.4	-1	10
25	-1	6	-1.3	8	-3
26	-4	1	-0.2	0	-2
27	5	-1	-1.5	1	-7
28	-10	15	3.4	3	-3
29	-1	4	0.3	10	-7
30	0	6	-3.1	-1	-5

Following part:
entry	compound	CendR NRP1 mod	SKN-1 block	Rpn11 block	DNMT1 inh	STEP block
31	C=CCSc1nc(C)c(CC(=O)OCCCC)c(=O)[nH]1	-4	-4	i	1	0
32	O=C(Nc1nc2ccc(Cl)cc2s1)C1CC1	0	-11	i	5	-3
33	CCOc1ccc(C(C)=O)cc1CSc1nnc(-c2cccs2)n1CC1CCCO1 (stereo not given)	15	-10	i	-1	-2
34	CCCCn1c(-c2ccco2)n[nH]c1=S	14	6	i	3	-3
35	O=C(Cc1cccs1)NCc1ccc(F)cc1	4	1	i	3	2
36	Cc1c(C)n(Cc2ccccc2)c2ncnc(N)c12	3	7	i	0	2
37	O=C(C1=COCCO1)N1CCN(S(=O)(=O)c2cccc(Cl)c2Cl)CC1	9	10	i	-2	0
38	CN(C)c1ccc(C(=O)OCc2ccccc2)cc1	-9	0	i	-3	-2
39	CCOC(=O)C1=C(c2ccccc2)NC(=O)NC1c1cccc(OC)c1OC (stereo not given)	6	5	i	-1	-1
40	Cc1ccc(NS(=O)(=O)c2cc(C(=O)NCc3cccnc3)ccc2C)cc1	3	5	i	-1	-1
41	Cc1ccc(NC(=O)CSc2nnc(-c3cnccn3)n2-c2ccccc2)cc1	2	-27	i	2	-6
42	CCc1nc(-c2ccc(C)nc2OC)no1	9	-31	i	5	-1
43	O=C(COC(=O)c1cc2ccccc2oc1=O)c1cccc([N+](=O)[O-])c1	-7	6	i	-2	1
44	CCCCn1c(N)c(N(CC(C)C)C(=O)C2CCN(S(=O)(=O)c3ccc(Cl)cc3)CC2)c(=O)[nH]c1=O	8	-5	i	-2	-1
45	CC(=O)Nc1ccc(SCC(=O)c2cc(C)n(-c3ccccc3)c2C)cc1	1	-3	i	-1	1

entry	SUMO1-SIM PPI	NadD inh	LMPTP inh	MT1-MMP act inh	Scp1 inh
31	2	-1	1.4	0	-8
32	3	-4	-0.2	4	-19
33	-4	-8	0.8	-2	-12
34	1	4	-2.3	3	23
35	1	0	-0.9	3	-3
36	-2	3	0.5	-5	-6
37	-5	0	0.4	2	13
38	-1	-1	3.2	2	-10
39	4	5	-0.8	-2	-10
40	-2	2	-0.2	1	-8
41	-4	-2	0.4	2	-3
42	0	1	-1.3	2	16
43	-17	-2	-1.6	1	3
44	3	0	-0.7	1	-1
45	-1	-4	-1.8	-1	-3

Next part.
entry	compound	CendR NRP1 mod	SKN-1 block	Rpn11 block	DNMT1 inh	STEP block
46	CCC(C)(C)NC(=O)C(c1ccccc1)N(Cc1cccs1)C(=O)Cn1nnc2ccccc21 (stereo not given)	16	14	i	-2	10
47	O=S(=O)(NC(=NCc1ccccc1)c1ccccc1F)c1ccccc1	3	1	i	1	0
48	C#CCOCC1CN(C)C(=O)O1 (stereo not given)	-2	-7	i	2	2
49	Cc1cccc(-n2c(-c3ccc(Br)o3)n[nH]c2=S)c1	3	-2	i	-1	4
50	CC1(C)CC(=O)C(C=NCCN2CCN(C(=O)c3ccccc3)CC2)=C(O)C1	-3	-29	i	0	-3
51	O=C(O)c1ccc2c(=O)n3c(nc2c1)/C(=C/c1ccc(Cl)c([N+](=O)[O-])c1)CC3	-28	14	i	0	3
52	CCOC(=O)c1ccc(NC(=O)Nc2nc3ccccc3s2)cc1	1	3	i	11	2
53	O=C(O)c1ccc(N/N=C/c2ccc(-c3cc(Cl)ccc3Cl)o2)cc1	8	3	i	7	2
54	COc1cccc(/C=C/C(=O)OCC(=O)c2c[nH]c3ccccc23)c1	-2	-7	i	-5	-2

entry	SUMO1-SIM PPI	NadD inh	LMPTP inh	MT1-MMP act inh	Scp1 inh
46	-2	0	0.0	-15	-6
47	1	-1	-0.5	-1	-8
48	-2	1	-1.2	0	nt
49	4	-3	-0.7	3	3
50	-3	-5	-1.1	1	-11
51	-2	9	1.5	5	36
52	30	4	-2.0	0	nt
53	14	11	4.9	-4	11
54	-9	-7	1.9	5	-5

Eight entries out of the list, sorted by SMILES length, smallest number first.
entry	compound	CendR NRP1 mod	SKN-1 block	Rpn11 block	DNMT1 inh	STEP block
48	C#CCOCC1CN(C)C(=O)O1 (stereo not given)	-2	-7	i	2	2
49	Cc1cccc(-n2c(-c3ccc(Br)o3)n[nH]c2=S)c1	3	-2	i	-1	4
47	O=S(=O)(NC(=NCc1ccccc1)c1ccccc1F)c1ccccc1	3	1	i	1	0
54	COc1cccc(/C=C/C(=O)OCC(=O)c2c[nH]c3ccccc23)c1	-2	-7	i	-5	-2
53	O=C(O)c1ccc(N/N=C/c2ccc(-c3cc(Cl)ccc3Cl)o2)cc1	8	3	i	7	2
46	CCC(C)(C)NC(=O)C(c1ccccc1)N(Cc1cccs1)C(=O)Cn1nnc2ccccc21 (stereo not given)	16	14	i	-2	10
51	O=C(O)c1ccc2c(=O)n3c(nc2c1)/C(=C/c1ccc(Cl)c([N+](=O)[O-])c1)CC3	-28	14	i	0	3
44	CCCCn1c(N)c(N(CC(C)C)C(=O)C2CCN(S(=O)(=O)c3ccc(Cl)cc3)CC2)c(=O)[nH]c1=O	8	-5	i	-2	-1

entry	SUMO1-SIM PPI	NadD inh	LMPTP inh	MT1-MMP act inh	Scp1 inh
48	-2	1	-1.2	0	nt
49	4	-3	-0.7	3	3
47	1	-1	-0.5	-1	-8
54	-9	-7	1.9	5	-5
53	14	11	4.9	-4	11
46	-2	0	0.0	-15	-6
51	-2	9	1.5	5	36
44	3	0	-0.7	1	-1

From PubChem BioAssay
